Assay outcomes as filed in PubChem.
DDE Tn7 FP inh: DD(E)-Tn7 binding inhibition, primary FP screen; inhibition, % at 8.3 µM; actives 0.13% (n = 370,000); FP displacement of FITC-Tn7 peptide from fibrin DD(E); 0% = median of compound wells per plate; P02675;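 active = inhibition above the mean of compounds falling within the control limits plus 3 SD of them, cut at about 14% in these data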;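 note: 0% = plate median of compound wells and 100% = 10 µM Aha-Tn7 peptide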
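Assay system: human fibrin DD(E) protein / Input: 2 µM fibrin DD(E) / Benchmarks: high control of 10 µM Aha-Tn7 peptide / Measured by: fluorescence polarization of the labelled Tn7 tracer / Medium: Tris buffer with calcium and detergent, pH 7.8 / Timing: 10 min compound pre-incubation, 3 h probe incubation at room temperature / Repeats: one replicate per compound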
ASAP1 inh: inhibitors of human ASAP1 ArfGAP activity; inhibition, % at 16.5 µM; ASAP1-stimulated ARF1 GTP hydrolysis, GDP FP detection; Q9ULH1; actives 0.19% (n = 360,000); AID 624377; in the data active = inhibition above about 25%;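 note: 0% = vehicle with enzyme and substrate and 100% = no enzyme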
HGIII-sPLA2 inh: Inhibits HGIII-sPLA2 liposome hydrolysis, primary screen; Q9NZ20; QFRET BODIPY PC-A2 liposome hydrolysis, fluorescence; inhibition, % at 12.2 µM; actives 0.56% (n = 370,000); AID 743126;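 active = inhibition above mean plus 3 SD of compounds lying within the high and low control bounds, cut at about 19% in these data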;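 note: 0% = median of test compound wells and 100% = no enzyme DMSO wells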
PLCb3 inh: blocks human PLC-beta3 enzyme activity. Purified PLC-beta3, fluorogenic substrate, fluorescence. inhibition, % at 12.2 µM. actives 0.18% (n = 370,000); in the data active = inhibition above about 11%;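 note: 0% = median of compound wells on plate and 100% = full blocker control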
DDE Tn6 FP inh: disrupts Tn6 cyclic peptide binding to fibrin D-Dimer-E complex | P02675 | AID 720509 | Fibrin DD(E) TRITC-Tn6 fluorescence polarization displacement | inhibition, % at 8.3 µM | actives 0.21% (n = 370,000);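 active = inhibition above a per-campaign cutoff: mean of compounds within control limits plus 3 SD, cut at about 15% in these data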;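 note: 0% = median of all compound wells on the plate and 100% = blocking peptide control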
KLK7 zymogen act: activates the human kallikrein-7 zymogen; P49862; purified proKLK7, EDANS-DABCYL substrate fluorescence; 100% is mature enzyme control, 0% vehicle; activation, % at 7 µM; actives 0.9% (n = 370,000); AID 652039;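 active = activation above the mean of all tested compounds plus 3 SD, computed per campaign excluding outliers beyond control limits, cut at about 13% in these data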
NR1D1 modulator: Rev-erb alpha (human) modulation. activity, % at 10 µM. Rev-erbα–FITC-DNA binding, fluorescence polarization, 90 min. P20393. actives 0.79% (n = 370,000);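 active = activity above about 14%, limit read from the data; passing the limit was not always enough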;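 note: 0% = DMSO wells with 35 nM protein and 100% = DMSO wells with 750 nM protein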
UHRF1 MBD2 ctr: human UHRF1 methylated DNA binding inhibitors; Q96T88; UHRF1 binding to methylated oligo, TR-FRET; inhibition, % at 4.4 µM; actives 0.75% (n = 370,000); AID 687016; in the data active = inhibition above about 21%;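 note: UHRF1 SRA domain binding a hemimethylated CpG hairpin DNA probe; 0% = median of test compound wells and 100% = reference inhibitor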
ARFGAP1 inh: inhibits rat ARF GTPase activating protein 1; AID 651572; Arfgap1-stimulated ARF1 GTP hydrolysis, GDP FP detection; actives 0.26% (n = 360,000); inhibition, % at 16.5 µM;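 active = inhibition above a per-plate limit, mean inhibition of low control wells plus 3 SD, cut at about 25% in these data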;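 note: 0% = DMSO wells with enzyme and 100% = wells lacking Arfgap1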
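Assay system: Rat Arfgap1 GAP domain (His6, aa 1-136), purified enzyme | Buffer or medium: HEPES 25 mM pH 7.5, NaCl 150 mM, MgCl2, DTT | Schedule: GTP hydrolysis reaction 2 h at 25 °C | Signal: FP of antibody-bound GDP Alexa 633 tracer, ex 620/em 688 nm | Measure: Percent inhibition of Arfgap1-stimulated GTP hydrolysis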
PLCg1 inh: blocks human PLC-gamma1 enzyme activity. inhibition, % at 12.2 µM. actives 0.84% (n = 370,000). P19174. AID 720700. purified PLC-gamma1, fluorogenic substrate, fluorescence; in the data active = inhibition above about 9.5%
Target sequence (P19174 whole entry, looked up): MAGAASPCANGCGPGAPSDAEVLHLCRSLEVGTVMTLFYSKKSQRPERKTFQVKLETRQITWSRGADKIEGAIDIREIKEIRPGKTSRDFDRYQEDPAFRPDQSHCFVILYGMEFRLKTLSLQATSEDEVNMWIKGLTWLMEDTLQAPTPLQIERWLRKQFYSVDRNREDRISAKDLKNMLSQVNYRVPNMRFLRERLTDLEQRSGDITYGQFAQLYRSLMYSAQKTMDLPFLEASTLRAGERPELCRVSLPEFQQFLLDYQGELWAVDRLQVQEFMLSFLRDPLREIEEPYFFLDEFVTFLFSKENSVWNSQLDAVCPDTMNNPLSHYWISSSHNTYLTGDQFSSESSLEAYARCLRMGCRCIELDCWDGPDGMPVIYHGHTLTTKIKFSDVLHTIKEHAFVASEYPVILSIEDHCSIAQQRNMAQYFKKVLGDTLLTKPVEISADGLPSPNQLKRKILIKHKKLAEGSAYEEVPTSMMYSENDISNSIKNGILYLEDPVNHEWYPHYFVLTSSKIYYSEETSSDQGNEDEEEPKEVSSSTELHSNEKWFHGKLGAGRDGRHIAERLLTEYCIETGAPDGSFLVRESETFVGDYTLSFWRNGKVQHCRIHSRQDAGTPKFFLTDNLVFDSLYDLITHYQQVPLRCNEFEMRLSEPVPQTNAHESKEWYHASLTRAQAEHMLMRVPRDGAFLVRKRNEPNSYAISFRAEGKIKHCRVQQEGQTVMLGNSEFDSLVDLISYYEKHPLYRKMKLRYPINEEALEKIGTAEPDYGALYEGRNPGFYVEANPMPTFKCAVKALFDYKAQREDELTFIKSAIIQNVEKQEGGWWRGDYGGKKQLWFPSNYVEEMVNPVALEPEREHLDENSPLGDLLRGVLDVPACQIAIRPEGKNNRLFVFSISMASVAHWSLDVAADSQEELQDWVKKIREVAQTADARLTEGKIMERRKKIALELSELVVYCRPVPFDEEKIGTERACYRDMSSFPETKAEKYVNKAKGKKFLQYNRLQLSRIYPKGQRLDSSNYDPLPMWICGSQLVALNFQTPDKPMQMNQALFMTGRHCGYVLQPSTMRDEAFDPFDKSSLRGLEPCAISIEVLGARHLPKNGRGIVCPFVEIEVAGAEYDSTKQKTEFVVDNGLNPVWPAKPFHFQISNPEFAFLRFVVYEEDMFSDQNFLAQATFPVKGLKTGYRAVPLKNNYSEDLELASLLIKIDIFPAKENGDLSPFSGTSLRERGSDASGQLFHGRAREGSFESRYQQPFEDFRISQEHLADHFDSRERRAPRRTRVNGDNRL
* = called active by the depositor.

SMILES | DDE Tn7 FP inh | ASAP1 inh | HGIII-sPLA2 inh | PLCb3 inh | DDE Tn6 FP inh | KLK7 zymogen act | NR1D1 modulator | UHRF1 MBD2 ctr | ARFGAP1 inh | PLCg1 inh
COc1ccc(OC)c(S(=O)(=O)NCC(c2ccco2)S(=O)(=O)c2ccccc2)c1 (stereo not drawn) | 7 | 0 | -13 | -1 | -2 | -0.3 | -3 | -1 | -10 | -2
Cc1ccc2cc(CN(Cc3nnnn3C3CCCC3)C3CCCCC3)c(=O)[nH]c2c1C | -4 | 3 | -5 | 3 | -1 | 0.1 | 3 | -2 | 1 | -1
O=C(Nc1ccc(S(=O)(=O)N2CCCC2)cc1)c1cccc(OC(F)F)c1 | -5 | 8 | -8 | -8 | 0 | 0.1 | -5 | 1 | 6 | -1
C=CCSc1[nH]c(=O)cc(C)c1C(N)=O | -3 | 4 | 4 | 1 | 1 | -0.1 | -2 | -2 | 0 | 3
COc1ccc(NS(=O)(=O)c2ccc3c(c2)[C@H]2C=CC[C@H]2[C@@H](c2ccc(C(=O)O)cc2)N3)cc1 | 1 | 5 | -4 | -16 | -10 | 0.3 | -5 | 20 | -12 | 8
O=C(CCc1nc(-c2ccc(F)cc2)no1)Nc1cccc(C(=O)NC2CC2)c1 | -4 | -13 | -3 | -7 | 9 | -0.2 | 1 | -3 | -3 | 1
O=C(CSc1nnc(-c2cccnc2)s1)Nc1cccc(C(=O)O)c1 | 1 | 5 | 3 | -1 | -3 | 1.1 | -5 | 1 | -6 | -2
COc1cc(NC(=O)CN(C)S(=O)(=O)c2cccs2)cc(OC)c1 | 1 | 0 | 2 | -2 | 7 | 0.3 | 2 | -2 | -4 | 2
O=C(CCSCCc1ccccn1)Nc1nccs1 | 0 | 13 | 2 | 1 | 5 | -0.7 | -5 | 1 | 10 | 0
O=C(CN1CCCC1)NC(c1ccccc1)c1ccccc1 | -3 | -3 | -6 | -4 | -5 | -0.1 | 3 | -1 | 3 | 2
O=C(CN1CCOCC1)Nc1ccc(F)cc1 | 7 | -14 | 18 | -1 | 3 | -0.8 | -2 | 3 | 2 | 3
COc1ccc(/C=C(/C#N)c2cccnc2)cc1OC | 3 | 1 | 0 | -2 | -10 | 0.4 | -3 | -1 | -1 | 1
C=C(C)COc1ccc2c(CC)cc(=O)oc2c1 | -3 | 2 | 1 | -10 | -2 | 1.9 | 1 | 1 | 9 | -11
CCS(=O)(=O)NCC(c1cccnc1)N1CCN(c2ccccc2)CC1 (stereo not drawn) | -6 | -8 | 8 | 0 | -8 | 0.9 | -1 | 4 | -4 | 6
CC1(c2ccc(Cl)cc2)NC(=O)N(CC(=O)N2CCc3ccccc3C2)C1=O (stereo not drawn) | 15* | -8 | 2 | -7 | 3 | 0.9 | 6 | -3 | 1 | -1
Cc1ccc(NC(=O)c2ccc(-n3cccn3)c([N+](=O)[O-])c2)cc1C | 2 | -6 | -10 | 2 | -2 | -0.4 | 5 | -1 | 6 | 6
Cc1ccc(-c2cccc(NC(=O)C3C(C(=O)O)[C@@H]4C=C[C@H]3C4)c2)o1 (stereo partly drawn) | -5 | 3 | -1 | -14 | 6 | 0.2 | -6 | -2 | -1 | -10
COc1cccc(C(=O)N/N=C/C(Br)=C/c2ccccc2)c1 | 5 | -4 | -10 | 2 | 3 | 0.0 | 9 | -3 | -15 | 3
CCC1(CC)NC(=O)N(CC(=O)Nc2ccc(-n3cnnn3)cc2)C1=O | 3 | -4 | -1 | 2 | 0 | 0.1 | -3 | -1 | 0 | 0
CN1CCN(S(=O)(=O)c2ccc(NC(=S)NC(=O)C3CCCC3)cc2)CC1 | 6 | 3 | 6 | -2 | -8 | 0.6 | -5 | 0 | 1 | 1
CCn1cc(/C=C(\NC(=O)c2ccccc2OC)C(=O)NCCCN2CCOCC2)c2ccccc21 | -7 | -8 | 1 | -14 | -1 | 0.4 | 1 | -4 | 4 | -4
COc1ccc(OC)c(C(O)c2ncc(-c3cccc(C(F)(F)F)c3)[nH]2)c1 (stereo not drawn) | 6 | -3 | -5 | 0 | 1 | 1.0 | 1 | 0 | 6 | 0
CC(=O)Nc1ccc(NC(=O)C2CCN(C(=O)c3ccc([N+](=O)[O-])cc3)CC2)cc1 | 12 | -3 | -6 | 1 | 2 | 1.0 | 0 | -3 | -2 | -1
C[N+](C)(CCOc1ccccc1)Cc1ccccc1 (tested in a mixture with another compound) | -4 | 11 | -16 | -348 | 11 | 4.3 | 3 | 0 | 10 | -243
COc1ccc(N(CC(=O)NCC2CCCO2)S(=O)(=O)c2c(C)noc2C)cc1 (stereo not drawn) | -4 | -7 | -2 | 0 | 5 | 0.5 | -2 | 0 | 13 | -1
COc1ccc2c(c1)c(C(O)CN1CCC(Cc3ccccc3)CC1)c(C)n2C (stereo not drawn) | -8 | 7 | 0 | -7 | -3 | -0.2 | 3 | -2 | 6 | -4
Cc1ccc(NC(=O)CCc2nc3ccccc3s2)c(O)c1 | 2 | -10 | -26 | -19 | 2 | 0.0 | 2 | 3 | -2 | -2
Cc1c(/C=N/NC(=O)c2cc(Br)ccc2O)c(=O)n(C)c(=O)n1C | 7 | -2 | 4 | -20 | 4 | 0.8 | 0 | 1 | 4 | -8
CN(Cc1ccc2ccccc2c1)C(=O)c1ccc(C(F)(F)F)cc1 | -4 | 4 | -6 | -8 | -1 | 0.4 | 1 | -3 | 5 | -2
O=C(N/N=C/c1cccnc1)C(O)(c1ccccc1)c1ccccc1 | 7 | -13 | 0 | 1 | -4 | 0.1 | 4 | -4 | -8 | 1
O=C(/C=C/c1ccccc1)Nc1ccc(N2CCCCC2)cc1 | -5 | 22 | 5 | 0 | -13 | -0.6 | 2 | 1 | 14 | -1
C[C@@H]1CN([C@H](C)CO)C(=O)c2cc(Br)cnc2O[C@H]1CN(C)Cc1cccnc1 | 2 | -4 | 8 | 2 | -3 | 0.2 | 2 | 0 | 9 | 1
COc1ccc(NC(=O)c2ccc3c(c2)OCCO3)cc1OC | -7 | 2 | 3 | -2 | 5 | -0.4 | 4 | 5 | 12 | 2
Cc1ccc(NC(=O)Cn2cc(S(=O)(=O)c3ccc(C)cc3)c(=O)c3cc(F)ccc32)cc1 | -5 | -10 | -5 | 1 | -5 | -0.1 | 18 | -3 | 5 | 3
O=C(O)c1ccc2c(c1)ncn2C1CCCCC1 | 1 | -6 | 5 | 1 | 3 | -0.7 | -1 | -1 | 2 | 1
COc1ccc(-c2cc(C(=O)Nc3ccc(F)cc3F)no2)cc1 | -7 | 11 | -2 | -3 | 2 | -0.7 | 9 | 0 | 2 | 3
N#CC(=Cc1ccccn1)c1nc(-c2ccc(Cl)cc2)cs1 | -1 | -1 | -7 | -121 | -2 | -33 | 2 | -1 | 9 | -79
N#Cc1ccc(NC(=O)CN2C(=O)NC(Cc3ccccc3)C2=O)cc1 (stereo not drawn) | 6 | -2 | -2 | 0 | 1 | -0.7 | 4 | 5 | 9 | -4
CCOC(=O)C1=C(COc2ccccc2)NC(=O)NC1c1cccc([N+](=O)[O-])c1 (stereo not drawn) | 5 | -10 | 3 | -1 | 0 | 0.7 | 3 | 1 | 7 | 0
Cc1sc2ncnc(N3CCN(S(=O)(=O)c4ccc(F)cc4)CC3)c2c1C | -12 | -7 | -2 | -5 | 1 | -0.5 | 4 | 0 | -9 | -1
COc1ccccc1C(=O)N(Cc1ccc(Cl)cc1)C1CCS(=O)(=O)C1 (stereo not drawn) | -4 | 4 | 0 | -5 | 0 | -0.3 | 5 | 1 | 2 | 4
CCOC(=O)N1C2CCC(C2)N1C(=O)OCC | 3 | -7 | -2 | 2 | 1 | 0.0 | -2 | -1 | -5 | 2
CC(=O)CC(=O)NC1C2CC3CC(C2)CC1C3 (stereo not drawn) | -1 | -14 | -7 | -3 | 8 | 0.3 | -4 | -1 | 6 | 3
CC(C)CNS(=O)(=O)c1ccc(OCC(=O)Nc2ccc3c(c2)OCO3)c(Cl)c1 | 4 | -3 | -38 | 2 | 11 | -1.1 | 0 | -1 | 2 | 1
COc1ccccc1CNC(=O)c1ccc(C)s1 | -5 | -6 | -2 | 0 | -5 | 0.5 | 0 | 0 | 6 | 1
O=C(Nc1ccc(C(=O)N2CCCC(CO)C2)cc1)c1ccc(Br)o1 (stereo not drawn) | -6 | 6 | 1 | -1 | -9 | -0.4 | 1 | 6 | 3 | 0
COc1ccccc1C(=O)NCC(=O)NNC(=O)c1cccs1 | -2 | -6 | -1 | -6 | 5 | -0.5 | 2 | 0 | -3 | -3
CC(=O)Oc1ccc(/C=N\NC(=O)c2cc3c(ccc4ccccc43)o2)cc1 | 2 | -7 | -1 | -23 | -1 | -6.2 | 33* | 0 | 9 | -19
COc1ccc(-n2c(Cc3cc(=O)[nH]c(=O)[nH]3)nnc2SCC(=O)Nc2cc(C(F)(F)F)ccc2Cl)cc1 | -4 | 0 | -53 | 2 | 2 | -0.4 | 2 | 0 | -18 | -3
O=[N+]([O-])c1ccc(N2CCN(c3ccc(F)cc3)CC2)cn1 | 2 | 5 | 3 | -4 | -2 | 0.1 | -2 | -4 | 11 | 1
COc1ccc(C(=O)C2CCCN(S(=O)(=O)C(C)C)C2)c(C)c1 (stereo not drawn) | -2 | 3 | -3 | 3 | -2 | 0.4 | -1 | 0 | -2 | 2
O=C(CCNS(=O)(=O)c1cccc2nonc12)Nc1ccc(Cl)cc1 | 1 | 5 | -14 | 0 | -1 | 0.2 | -1 | -1 | 3 | 2
Cc1c(C2CC(=O)N(c3ccccc3)C2=O)[nH]n(-c2ccccc2)c1=O (stereo not drawn) | 9 | 6 | -3 | -2 | 1 | -0.3 | -1 | -11 | 20 | 1
CCn1c(SCC(=O)NC(C)C)nnc1-c1cccs1 | 0 | 10 | 2 | -1 | -5 | 0.2 | 0 | -1 | -10 | 1
CCN(CC)C(C)C(=O)Nc1c2c(cc3c1CCC3)CCC2 (stereo not drawn) | -7 | 11 | 13 | -8 | -2 | -0.7 | 6 | 4 | -12 | -3
O=C(C1=C(O)C(=O)N(CCc2ccccc2)C1c1cccnc1)c1ccco1 (stereo not drawn) | 2 | 8 | 5 | -5 | 0 | -0.6 | 2 | -1 | -5 | 0

Compounds were not picked by outcome. About 4.5% of those tested had a hit in this group.
